# MC4R antag cAMP = antagonists of human melanocortin 4 receptor (MC4R) | P32245 | MC4R-expressing cells, MTII-stimulated cAMP, LANCE TR-FRET | inhibition, % at 6.5 µM | 360,000 tested, 0.48% active | AID 540295;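 active = inhibition above its plate's cutoff, the mean of tested wells on that plate plus 3 SD, cut at about 29% in these data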;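 also: 0% = Melanotan II alone and 100% = Melanotan II plus saturating MCL0020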
# Target sequence (P32245 whole entry, looked up): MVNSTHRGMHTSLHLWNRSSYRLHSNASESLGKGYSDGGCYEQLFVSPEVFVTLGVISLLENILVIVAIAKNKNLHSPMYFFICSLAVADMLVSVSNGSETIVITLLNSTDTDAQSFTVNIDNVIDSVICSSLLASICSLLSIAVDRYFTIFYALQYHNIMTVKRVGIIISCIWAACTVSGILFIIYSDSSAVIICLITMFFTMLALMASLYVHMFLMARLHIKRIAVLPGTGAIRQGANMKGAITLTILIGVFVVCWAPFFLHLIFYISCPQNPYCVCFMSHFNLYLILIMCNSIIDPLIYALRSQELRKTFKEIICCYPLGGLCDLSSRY
#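 Material: U2OS-MC4R stable cell line | Reagent: Melanotan II challenge after compound preincubation | Doses: One concentration, 6.5 µM nominal | Incubation: 30-min compound preincubation, 1-h Melanotan II challenge, 1-h detection, room temperature | Signal: TR-FRET cAMP assay | Replicates: One well per compound, no replicates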
# hiPSC survival = increases survival of single human iPS cells | hiPSC single-cell survival, ATPlite luminescence; 100% = ROCK inhibitor wells, 0% = DMSO | survival enhancement, % at 20 µM | 360,000 tested, 0.044% active; in the data active = survival enhancement above about 18%;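 also: cells exposed to compounds for 16 hours before the ATP read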
# HTR2A ag = activates the mouse 5-HT2A serotonin receptor. P35363. 360,000 tested, 0.66% active. CHO-K1 mHTR2A beta-arrestin complementation, luminescence; percent of 30 µM serotonin response. AID 624169. activation, % at 7.6 µM;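 active = activation above a run cutoff, the mean activation of all tested compounds plus 3 SD, cut at about 14% in these data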;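 also: 0% = plate median of compound wells and 100% = 30 µM serotonin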
# Target sequence (P35363 whole entry, looked up): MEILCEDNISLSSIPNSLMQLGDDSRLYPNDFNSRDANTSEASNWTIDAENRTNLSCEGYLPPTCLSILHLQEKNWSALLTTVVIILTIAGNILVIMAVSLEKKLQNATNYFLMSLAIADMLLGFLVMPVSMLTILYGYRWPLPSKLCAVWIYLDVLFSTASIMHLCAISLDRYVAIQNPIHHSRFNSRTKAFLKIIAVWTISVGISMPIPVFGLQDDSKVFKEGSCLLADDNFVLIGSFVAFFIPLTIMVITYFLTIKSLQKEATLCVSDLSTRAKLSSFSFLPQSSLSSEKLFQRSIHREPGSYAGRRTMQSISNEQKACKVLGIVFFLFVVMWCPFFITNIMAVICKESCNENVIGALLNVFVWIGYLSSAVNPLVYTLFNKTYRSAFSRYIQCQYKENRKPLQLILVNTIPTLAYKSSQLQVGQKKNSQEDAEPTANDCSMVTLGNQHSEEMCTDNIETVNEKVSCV
# aDG glyco act = increases alpha dystroglycan glycosylation; Pro5-aDG cells, alpha-DG glycosylation AlphaScreen (IIH6); 0% Pro5, 100% B10-LARGE cell signal; activation, % at 10 µM; 360,000 tested, 0.22% active; AID 624168;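 active = activation of at least 8% versus controls, or a plate z-score of at least 8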;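 also: Pro5 are CHO cells carrying HIG-tagged alpha-DG that lacks glycosylation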
# ABHD5-PLIN5 inh = inhibitors of human ABHD5-perilipin-5 interaction; Split G. princeps luciferase complementation, luminescence, 4 h; inhibition, % at 4 µM; 360,000 tested, 0.78% active; AID 602281;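 active = inhibition above the mean inhibition across every tested compound plus 3 SD, cut at about 22% in these data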;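 also: 0% = DMSO only wells and the 100% control is not disclosed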
# Cardio protect = myocardial damage modulation in H9c2 cells. H9c2 cardiomyocytes, H2O2 injury protection, ATPLite, 2 h. protection from H2O2 cell death, % at 20 µM. 360,000 tested, 0.63% active;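 active = compounds giving at least 50% protection of heart cells from peroxide-induced death in the single-dose screen, raw or plate-pattern-corrected value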;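 also: 0% = DMSO wells with peroxide and 100% = DMSO wells without peroxide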
# MC4R ag barr = human MC4R agonism via beta-arrestin. P32245. U2OS MC4R beta-arrestin complementation, luminescence; percent of melanotan II response, DMSO zero. activation, % at 8.9 µM. 360,000 tested, 0.98% active. AID 540308;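 active = activation above a per-plate cutoff, the mean activation of sample wells on that plate plus 3 SD, cut at about 8% in these data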
# ABCB6 inh MLPCN = human ABCB6 transporter inhibition; K562-ABCB6 porphyrin accumulation, flow cytometry, 1 h; active compounds read low; 360,000 tested, 0.19% active; fluorescence ratio to DMSO, % at 10 µM;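 active = fluorescence ratio to DMSO below 75%, the collection mean minus 3 SD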;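 also: signal is porphyrin accumulated inside mitochondria; 100% equals median channel fluorescence of DMSO control wells; lower ratio means ABCB6 inhibition with less porphyrin fluorescence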
# Granule exo inh = lytic granule exocytosis inhibition; TALL-104 LAMP-1 surface exposure, flow cytometry; cells stimulated with thapsigargin and PMA; inhibition, % at 10 µM; 360,000 tested, 0.66% active; AID 651702;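 active = inhibition above about 55%, limit read from the data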
# Glyco luc inh = blocks N-linked glycosylation in D54 reporter cells. D54 ERlucT glycosylation luciferase reporter, 24 h; percent of 100 nM tunicamycin response. reporter increase, % at 12.5 µM. 360,000 tested, 0.23% active;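 active = mean luciferase reporter signal, scaled so untreated is 0 and the glycosylation-blocking control 100, at or above a set limit in every replicate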;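 also: luciferase carries N-glycosylation sites so blocking glycosylation raises the light; 0% = median of neutral control wells and 100% = median of 100 nM tunicamycin wells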
# Active calls of the source: *; / = no result given.
# Values in the order – aDG glyco act	Cardio protect	ABHD5-PLIN5 inh	Granule exo inh	MC4R antag cAMP	Glyco luc inh	HTR2A ag	hiPSC survival	MC4R ag barr	ABCB6 inh MLPCN
[1] Cc1cc(C(=O)N2CCN(C(=O)c3ccco3)CC2)ccc1[N+](=O)[O-]
    -0.2	6	4	-3	4	1	2	1.7	-1.1	97
[2] Cc1cccc(C(=O)Nc2ccccc2C(=O)OCc2c(C)noc2C)c1
    0.1	-14	-6	15	11	-3	-3	0.2	-1.6	95
[3] O=C(Cc1ccccc1F)NC1CCCN(Cc2ccc(Cl)cc2)C1 (stereo not drawn)
    0.1	-1	-6	45	-1	-1	-9	0.0	3.6	133
[4] Cc1cccc(N2CCN(C(=O)c3ccccc3OCc3c(C)noc3C)CC2)c1C
    0.3	-7	4	-1	-4	0	1	-0.4	-0.7	101
[5] Cc1coc(C)c1C(=O)CC1(O)C(=O)N(Cc2ccccc2)c2ccccc21 (stereo not drawn)
    0.0	-11	5	0	2	2	3	-0.9	-0.7	92
[6] COc1ccc(CNC(=O)Cn2c(=O)n(CCC(=O)N3CCCCC3)c(=O)c3sccc32)cc1
    0.0	12	4	0	-9	0	7	-0.1	-2.7	105
[7] Cc1nnc(C)c2c(C)n(N)c(C)c12
    0.0	15	1	4	0	5	-1	-0.6	1.7	101
[8] Cn1c(SCC(=O)Nc2cccc(C(=O)O)c2)nnc1-c1cc2cc(Br)ccc2o1
    0.2	4	-4	-2	-2	0	3	0.7	5.1	97
[9] Cc1ccc(-n2ncc3c(NCc4ccccc4)ncnc32)cc1
    -0.2	-4	-1	-3	7	1	0	1.5	0.3	103
[10] CC(C(=O)NCc1ccccc1)n1c(Cc2cc(F)cc(F)c2)nc2ccccc21 (stereo not drawn)
    0.2	/	3	2	/	/	-7	/	/	/
[11] COc1ccc(N2CCN(Cc3nc4sc(C)c(C)c4c(=O)[nH]3)CC2)cc1
    0.1	-1	-3	-3	12	1	10	0.3	2.8	102
[12] CCCOc1ccc(S(=O)(=O)N2CCOCC2)cc1[N+](=O)[O-]
    -0.1	0	-2	-3	10	3	0	0.1	0.0	90
[13] O=C(c1ccc(Cl)c(S(=O)(=O)N2CCCCC2)c1)N1CCCCC1
    -0.1	2	-1	3	5	-1	-3	-0.1	-2.6	97
[14] C[C@@H]1CCCCO[C@H](CN(C)C(=O)C2CCCCC2)[C@@H](C)CN([C@H](C)CO)C(=O)c2cc(N(C)C)ccc2O1
    -0.3	2	-10	0	10	0	2	2.7	1.6	103
[15] CC(NS(=O)(=O)c1cccc(C(=O)O)c1)C12CC3CC(CC(C3)C1)C2 (stereo not drawn)
    -0.1	-6	8	8	8	1	-12	-0.2	-0.2	100
[16] CC(=O)N/C(=N\c1nc(C)cc(C)n1)Nc1ccccc1Cl
    0.0	-2	2	-8	4	0	-10	0.4	-1.6	92
[17] Cc1ccc2[nH]c(O)c(N=NC(N)=S)c2c1
    0.0	-9	-1	3	-34	6	-6	0.9	-1.6	101
[18] O=C(CNc1ccc(Cl)c(C(F)(F)F)c1)N1CCN(S(=O)(=O)c2ccccc2)CC1
    0.2	-12	-14	-3	13	2	-1	-2.9	2.8	94
[19] O=C(C1CC(=O)N(c2ccc3c(c2)OCCO3)C1)N1CCN(c2ccccc2O)CC1 (stereo not drawn)
    -0.2	1	3	-2	3	1	-6	-0.3	-3.1	96
[20] O=C(COC(=O)CC1CC2CCC1C2)NCc1ccccc1 (stereo not drawn)
    -0.1	4	-3	3	0	0	-2	-0.5	-2.8	100
[21] O=C1NC2(CCCCC2)C(=O)N1c1ccccc1
    -0.1	3	1	-1	-1	0	6	-2.4	-1.6	95
[22] CS(=O)(=O)Nc1cccc(C2=NN(C(=O)c3cccc([N+](=O)[O-])c3)C(c3cccs3)C2)c1 (stereo not drawn)
    -0.1	14	2	-3	15	-3	1	0.6	-0.9	96
[23] O=C(COc1ncnc2ccccc12)NCC1CCCO1 (stereo not drawn)
    0.0	0	2	-2	6	3	-2	-1.8	-2.1	99
[24] C[N+]1(CC(=O)OCCCc2ccccc2)CCCCC1
    -0.2	11	-2	-2	4	4	3	-0.5	-1.3	94
[25] CCCn1c2ccccc2c2cnn(CC(=O)O)c(=O)c21
    0.0	-3	-1	0	10	2	-7	0.7	-1.8	99
[26] Cc1ccc(Nc2cc(=O)oc3ccccc23)c(C)c1
    0.2	-13	-2	3	-3	6	2	1.4	-0.9	95
[27] CN(C)S(=O)(=O)c1cc(NC(=O)CNCc2ccccc2)ccc1Cl
    0.1	-3	1	-3	13	2	-4	0.5	0.2	92
[28] Nc1c(C(=O)Nc2ccccc2)c2nc3ccccc3nc2n1-c1ccc(O)cc1
    1.5	7	23*	-3	5	-5	-2	0.5	5.3	100
[29] COc1ccccc1C1C(C(=O)c2ccco2)=C(O)C(=O)N1c1cc(C)on1 (stereo not drawn)
    -0.1	6	-18	-2	8	3	2	0.6	-2.2	99
[30] COCc1nnc(NS(=O)(=O)c2ccc(C)cc2)s1
    -0.1	0	5	0	1	2	2	-3.2	-2.2	95
[31] COc1ccc(NC(=O)CC2SC(=NCc3ccccc3OC)NC2=O)cc1 (stereo not drawn)
    -0.1	0	0	-4	18	-1	13	-0.2	1.2	99
[32] CCOc1ccccc1N1CSC2=C(C#N)C(c3c(OC)ccc4ccccc34)CC(=O)N2C1 (stereo not drawn)
    0.1	-6	-4	13	2	-3	0	-2.3	-1.4	100
[33] Cc1noc(C)c1COC(=O)c1cccnc1Cl
    -0.2	3	1	-2	6	2	1	-0.5	-2.9	93
[34] O=c1[nH]c2cc([N+](=O)[O-])ccc2c2ccc([N+](=O)[O-])cc12
    -0.1	-1	-5	2	12	9	7	-0.8	-0.3	112
[35] CCN(CCNS(=O)(=O)c1ccc2c(c1)oc(=O)n2C)c1ccccc1
    0.2	-8	1	-2	0	0	0	2.4	1.3	102
[36] CCOC(=O)c1cc2c(ccn2C)n1Cc1ccccc1C
    -0.2	-13	-19	-1	-3	-3	-3	-3.7	0.8	96
[37] CC1CCN(c2nc(CN3CCCCC3)nc3scc(-c4ccccc4)c23)CC1
    0.7	-14	9	30	7	-4	-3	-0.9	-0.6	93
[38] Cc1ccc(-c2csc(C(O)(c3ccccc3)C(F)(F)F)n2)cc1C (stereo not drawn)
    -0.1	-14	-17	0	14	-6	-5	4.7	0.5	97
[39] O=c1c2sccc2n(Cc2cccc(F)c2)c(=O)n1-c1ccc(F)cc1
    0.1	19	3	-9	12	-2	6	-0.2	-0.7	99
[40] Cc1occc1-c1nnc(SCC(=O)NC2CCC(C)CC2)o1 (stereo not drawn)
    0.2	-1	-1	-3	4	-1	-12	1.0	-2.8	96
[41] Cc1cc(S(=O)(=O)Nc2cccc(O)c2)c(C)s1
    0.0	3	-8	2	2	0	5	-1.1	-1.4	75
[42] CCN(CC)S(=O)(=O)c1ccc(NC(=O)Nc2cccc(C(F)(F)F)c2)cc1
    -0.6	-16	-25	10	3	-20	-6	-0.9	0.3	99
[43] COc1ccc(Cc2nnc(Nc3ccccc3OC)[nH]c2=O)cc1
    -0.1	-2	-8	0	0	2	1	-1.1	-1.9	96
[44] COc1cccc(S(=O)(=O)N2CCOCC2)c1
    -0.1	-1	4	0	19	2	1	-3.5	4.1	103
[45] CCC(C)(C)n1nnnc1C(c1cc2ccc(OC)cc2[nH]c1=O)N1CCc2ccccc2C1 (stereo not drawn)
    0.0	14	-50	4	2	4	-5	-0.6	-1.7	96
[46] O=c1sc2ccccc2c(N2CCCC2)c1[N+](=O)[O-]
    -0.3	5	-5	-1	4	2	0	-0.2	0.4	102
[47] CCOC(=O)C[C@@H]1OC2CCCCC2N1S(=O)(=O)c1ccc(C)cc1 (stereo partly drawn)
    0.4	/	-15	8	/	/	-6	/	/	/
[48] O=C(COC(=O)CCCN1C(=O)c2cccc3cccc(c23)C1=O)Nc1cccc(Br)c1
    0.0	15	-6	1	11	1	-3	3.4	-0.7	103
[49] CN(Cc1ccccc1)C(=O)COC(=O)/C=C/c1ccc2c(c1)OCO2
    -0.2	4	2	-4	3	11	0	-0.4	0.6	101
[50] CCSc1nc2sc3c(c2c(=O)[nH]1)CC(C)(CC)OC3 (stereo not drawn)
    0.4	-11	-7	-2	7	1	-3	5.9	0.4	61*
[51] Cc1noc(C)c1NC(=O)Nc1ccc2c(c1)CC(=O)N([C@@H](C)CO)C[C@@H](C)[C@@H](CN(C)C(=O)Nc1cccc3ccccc13)O2
    -0.2	9	6	-14	2	2	9	1.1	0.7	100
[52] CC(C)Oc1ccccc1OCCCCn1cnc2ccccc2c1=O
    -0.2	-3	-4	-4	-1	2	1	1.5	-2.7	94
[53] CCc1ccccc1NC(=O)C1CCCN(c2nn3c(=O)cc(C)nc3s2)C1 (stereo not drawn)
    -0.1	13	-5	-6	-2	3	-3	-0.7	-2.8	104
[54] CCc1nn(CCCC(=O)N2CCc3ccccc3C2)c(=O)c2cc3occc3n12
    0.1	31	8	16	-1	-2	3	-1.0	0.1	94
[55] COc1cccc(/C=C2\SC(N3CCCC(C)C3)=NC2=O)c1OC (stereo not drawn)
    0.3	-6	-2	15	12	-5	2	0.1	-0.8	95
[56] COc1ccc(N2CCN(S(=O)(=O)CC34CCC(CC3=O)C4(C)C)CC2)cc1 (stereo not drawn)
    0.0	3	0	6	-1	-1	4	-0.3	-1.5	94
[57] c1cnc(NCCSSCCNc2ncccn2)nc1
    0.0	-5	-16	1	4	3	-1	11	0.8	98
[58] O=C(O)c1ccccc1C(=O)c1ccc2c(c1)CCC2
    -0.1	0	-1	12	-3	2	0	-0.4	-0.7	94
[59] O=S(=O)(/N=C(/Nc1ccc(Cl)c(S(=O)(=O)N2CCOCC2)c1)c1ccc(F)cc1)c1ccccc1
    -0.1	18	6	1	8	0	-2	-0.5	-2.1	92
[60] CSc1ncccc1C(=O)OCC(=O)NC(N)=O
    0.0	0	6	-1	6	2	2	-0.7	1.3	104

# Looked up above:
# CS(=O)(=O)Nc1cccc(C2=NN(C(=O)c3cccc([N+](=O)[O-])c3)C(c3cccs3)C2)c1 (stereo not drawn) in Granule exo inh: -3
# COc1cccc(/C=C2\SC(N3CCCC(C)C3)=NC2=O)c1OC (stereo not drawn) in MC4R ag barr: -0.8

# The list continues:
# Values in the order – aDG glyco act	Cardio protect	ABHD5-PLIN5 inh	Granule exo inh	MC4R antag cAMP	Glyco luc inh	HTR2A ag	hiPSC survival	MC4R ag barr	ABCB6 inh MLPCN
[61] CCOc1ccc(CCNC(=O)COc2cc(=O)n(C)c3ccccc23)cc1OCC
    -0.4	-4	-4	-2	4	2	-3	-0.9	1.0	110
[62] O=C(NCCN1CCOCC1)c1cc(-c2ccc(Cl)s2)nc2ccccc12
    0.1	-7	2	12	14	3	-3	0.0	-2.1	97
[63] N#Cc1ccccc1NCC(=O)N1CCN(S(=O)(=O)c2ccccc2)CC1
    -0.2	18	-4	-2	1	3	-8	0.0	-0.7	91
[64] COc1ccc(NC(=O)c2cc(S(=O)(=O)Nc3ccc(OC)cc3)cs2)cc1
    0.5	-9	-9	1	7	-2	-3	-0.5	-2.1	95
[65] CC1CCCCN1CCNC(=O)C1CCN(S(=O)(=O)N2CCCCC2)CC1 (stereo not drawn)
    -0.1	-1	0	-6	10	-1	15*	2.4	-1.5	98

# Bioassay records deposited in PubChem by several laboratories.
